Assay outcomes as filed in PubChem.
ASAP1 GAP inh – ASAP1 ArfGAP inhibition; Q9ULH1; ASAP1-stimulated ARF1 GTP hydrolysis, GDP FP detection; inhibition, % at 16.5 µM; 360,000 compounds, 0.19% hits; AID 624377; in the data active means inhibition above about 25%;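 further: 0% = vehicle with enzyme and substrate and 100% = no enzyme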
Target sequence (Q9ULH1 325-724 limits assumed): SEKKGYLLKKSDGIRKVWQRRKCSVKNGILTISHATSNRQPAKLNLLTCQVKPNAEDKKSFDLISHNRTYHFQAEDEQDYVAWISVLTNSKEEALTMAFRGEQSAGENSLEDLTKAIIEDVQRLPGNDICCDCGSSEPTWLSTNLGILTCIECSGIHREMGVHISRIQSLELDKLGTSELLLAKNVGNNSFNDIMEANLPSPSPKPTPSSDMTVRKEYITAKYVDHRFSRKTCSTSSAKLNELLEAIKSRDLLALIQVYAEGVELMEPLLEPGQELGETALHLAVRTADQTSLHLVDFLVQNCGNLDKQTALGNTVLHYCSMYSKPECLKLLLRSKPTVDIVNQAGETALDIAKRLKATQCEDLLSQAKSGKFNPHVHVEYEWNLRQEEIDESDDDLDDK
NPR2 activator – GC-B (human) receptor activation. P20594. HEK293-GC-B cells, CNP EC30, cGMP TR-FRET; 0% at EC30 CNP, 100% saturating CNP. activation, % at 10 µM. 370,000 compounds, 0.11% hits. AID 1920062;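 active means activation at 10 µM reaching about 35% in either raw or pattern-adjusted values, limit read from the data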
rCAG binder – r(CAG) repeat RNA binding | 370,000 compounds, 1.3% hits | TO-PRO-1 dye displacement fluorescence | inhibition, % at 3 µM | AID 651821;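 active means inhibition above the plate cutoff, the mean of all test compounds on that plate plus 3 SD, cut at about 35% in these data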;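 further: 0% = DMSO alone and 100% = 100 µM mitoxantrone as full dye displacement; higher means more dye released from RNA so lower well fluorescence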
SMARCA2 activ – SMARCA2 function activation, primary screen; MG213 cells, MMTV-luciferase reporter, dexamethasone, overnight; activation, % at 9.1 µM; 370,000 compounds, 1% hits; AID 652017; in the data active means activation above about 7.8%;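 further: 0% = vehicle wells and 100% = reference activator wells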
PG9 binder – binds the HIV-1 gp120 antibody PG9 | TR-FRET gp120-PG9 antibody binding | inhibition, % at 6.7 µM | 360,000 compounds, 0.43% hits; in the data active means inhibition above about 8.5%
NR1D1 modulator – Rev-erb alpha (human) modulation; P20393; Rev-erbα–FITC-DNA binding, fluorescence polarization, 90 min; activity, % at 10 µM; 370,000 compounds, 0.79% hits;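 active means activity above about 14%, limit read from the data; passing the limit was not always enough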;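 further: 0% = DMSO wells with 35 nM protein and 100% = DMSO wells with 750 nM protein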
ABHD4 inh – ABHD4 (mouse) inhibition, primary FP screen; 370,000 compounds, 0.54% hits; Q8VD66; purified mABHD4, FP-Rh probe fluorescence polarization; inhibition, % at 8.92 µM; AID 720543;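 active means inhibition exceeding the mean over every tested compound plus 3 SD, cut at about 30% in these data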;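 further: 0% = plate median of compound wells and 100% = S159A mutant with DMSO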
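Material: mouse ABHD4 enzyme, wild type; Benchmarks: S159A mutant high control, sample median low control; Buffer or medium: HEPES pH 7.0, NaCl, Pluronic buffer; Signal: fluorescence polarization; Read-out: percent inhibition of probe binding, normalized to plate controls; Timing: pre-incubation 45 min, probe exposure 60 min, at 25 °C; Dosing: 8.92 µM, single dose.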
GC-A act – GC-A (human) enzyme activation; 370,000 compounds, 0.14% hits; P16066; HEK293 GC-A cells, cGMP TR-FRET, EC30 ANP; 0% at EC30 ANP, 100% saturating ANP; activation, % at 10 µM; in the data active means activation above about 40%
HTRA1 inhibitor – inhibitors of human serine peptidase HTRA1 | 340,000 compounds, 0.5% hits | recombinant HTRA1, FP-rhodamine activity-based probe, fluorescence polarization | inhibition, % at 5.96 µM | AID 504803 | Q92743; in the data active means inhibition above about 36%;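 further: 0% = enzyme with DMSO and 100% = wells lacking enzyme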
Target sequence (Q92743 whole entry, looked up): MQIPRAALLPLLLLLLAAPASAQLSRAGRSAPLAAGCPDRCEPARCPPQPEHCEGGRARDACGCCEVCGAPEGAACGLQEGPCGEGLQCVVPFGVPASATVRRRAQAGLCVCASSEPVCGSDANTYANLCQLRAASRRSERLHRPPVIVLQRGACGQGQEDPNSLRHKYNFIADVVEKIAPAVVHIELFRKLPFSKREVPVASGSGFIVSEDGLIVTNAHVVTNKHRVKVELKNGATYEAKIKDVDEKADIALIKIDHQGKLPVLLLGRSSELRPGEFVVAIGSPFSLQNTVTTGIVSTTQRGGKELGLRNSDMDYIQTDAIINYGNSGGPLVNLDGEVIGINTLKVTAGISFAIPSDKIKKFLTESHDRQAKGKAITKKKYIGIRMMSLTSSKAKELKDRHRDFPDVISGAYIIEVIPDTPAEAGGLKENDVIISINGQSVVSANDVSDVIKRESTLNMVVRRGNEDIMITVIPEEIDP
ARFGAP1 inhibitor – inhibits rat ARF GTPase activating protein 1; Q62848; Arfgap1-stimulated ARF1 GTP hydrolysis, GDP FP detection; inhibition, % at 16.5 µM; 360,000 compounds, 0.26% hits;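 active means inhibition above a per-plate limit, mean inhibition of low control wells plus 3 SD, cut at about 25% in these data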;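 further: 0% = DMSO wells with enzyme and 100% = wells lacking Arfgap1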
Target sequence (Q62848 1-136 limits assumed): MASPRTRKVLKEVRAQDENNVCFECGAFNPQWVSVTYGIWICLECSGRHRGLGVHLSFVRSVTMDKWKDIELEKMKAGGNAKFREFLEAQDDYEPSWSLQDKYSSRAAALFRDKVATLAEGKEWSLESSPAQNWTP
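System: truncated rat Arfgap1 GAP domain / Medium: HEPES-based buffer, pH 7.5 / Also added: N-terminally truncated human ARF1-GTP substrate / Incubation: enzyme reaction 120 min at 25 °C after 20 min preincubation / Measured by: FP of antibody-bound GDP Alexa 633 tracer, ex 620/em 688 nm / Replicates: singlicate, each compound tested once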
Numbers without * were called inactive; x = not tested or not shown.

(1) CC(=O)c1cccc(NC(=O)C(C)OC(=O)C2CCC2)c1 (stereo unspecified)
(2) O=C1CS/C(=C/C(=O)c2cccc(Cl)c2)N1
(3) CC(=NNc1cc(C)c2cc(C)ccc2n1)c1ccccn1
(4) NC1=NC(=O)C(CC(=O)NCc2ccccc2)S1 (stereo unspecified)
(5) O=C(NCCN1CCN(c2ccccc2)CC1)Nc1ccccc1Br
(6) Cc1ccc(NCc2ccccc2)cc1
(7) Cc1ccc(N(C(=O)c2ccc3c(c2)OCO3)C2C=CS(=O)(=O)C2)cc1C (stereo unspecified)
(8) O=C(CCOc1ccccc1)N1CCN(c2ccc(O)cc2)CC1
(9) Cn1[nH]c2c(c1=O)[C@H](c1ccc(F)cc1)O[C@H](CCc1ccccc1)C2
(10) CCOC(=O)C1CCCN(C(=O)c2ccc3c(c2)OCO3)C1 (stereo unspecified)
entry no.,1,2,3,4,5,6,7,8,9,10
ASAP1 GAP inh,-9.9,-4.3,3.7,-16.2,13.7,-13.8,11.3,-3.2,-9.0,-16.8
NPR2 activator,1.4,6.0,1.4,5.7,-0.1,-1.9,8.2,-2.3,1.1,4.1
rCAG binder,-0.9,-1.2,0.9,0.6,-4.3,0.7,-5.1,2.9,9.4,-3.9
SMARCA2 activ,0.3,0.0,-4.4,0.3,-1.4,1.0,-0.7,-3.6,-3.9,0.2
PG9 binder,-1.1,-1.3,-1.9,-0.2,-0.4,0.9,-2.3,-2.7,0.7,0.9
NR1D1 modulator,6.8,6.2,5.0,4.4,-0.9,-1.2,-0.3,-3.7,-8.7,2.5
ABHD4 inh,-2.8,-7.8,10.5,0.7,0.1,0.9,-3.1,2.1,1.6,2.3
GC-A act,2.4,0.9,-3.2,0.3,-0.7,0.7,-12.2,1.7,12.9,2.1
HTRA1 inhibitor,-2.5,-4.1,x,2.4,-1.5,4.0,6.6,7.3,x,1.7
ARFGAP1 inhibitor,-10.4,2.8,-3.6,-1.1,-7.6,-10.9,8.2,1.4,15.2,2.9

(11) Cc1ccnc(NC(NC(=O)C(C)C)(C(F)(F)F)C(F)(F)F)c1
(12) CCOCCCNC(=O)C(c1ccc(OC)cc1)N(Cc1cccs1)C(=O)CNC(C)=O (stereo unspecified)
(13) O=C(NCC(=O)N1CCN(c2ccccc2O)CC1)c1ccc2ccccc2c1
(14) O=C(Oc1coc(CSc2ncccn2)cc1=O)c1ccco1
(15) COc1ccccc1NC(=O)Nc1nnc(CC(=O)Nc2ccccc2C)s1
(16) O=C(Nc1nnc(C2CC2)s1)c1ccc(S(=O)(=O)c2ccccc2)cc1
(17) COc1cc(C(=O)NC2CCN(Cc3ccccc3)CC2)cc(Cl)c1OC
(18) CCOC(=O)c1ccc(NC(=O)c2nc[nH]c2C(=O)N[C@@H](CCCCNC(=O)OC(C)(C)C)C(=O)OC(C)(C)C)cc1
(19) CCN1CCN(C(=O)C2CCCN(S(=O)(=O)c3cccc4nsnc34)C2)CC1 (stereo unspecified)
(20) CCc1c(C(=O)N/N=C/c2ccc(OCc3ccc(F)cc3)c(OC)c2)nnn1-c1nonc1N
entry no.,11,12,13,14,15,16,17,18,19,20
ASAP1 GAP inh,4.1,-8.3,-13.0,-4.3,-8.8,2.9,2.6,12.0,-0.6,6.8
NPR2 activator,3.8,0.7,0.2,2.7,-2.8,-1.2,-6.2,-3.7,3.9,6.0
rCAG binder,0.3,-6.4,14.5,-1.9,16.6,-2.3,-7.7,3.8,-2.8,3.9
SMARCA2 activ,-3.2,-1.5,3.2,-5.8,-2.7,-2.2,-1.2,-0.1,-2.0,-0.8
PG9 binder,-0.8,-0.7,-1.1,1.7,0.3,0.6,-2.2,1.1,-0.9,-1.1
NR1D1 modulator,-0.6,-3.9,3.1,2.6,3.6,-0.8,2.9,-0.4,3.9,-4.3
ABHD4 inh,-3.5,1.8,4.1,8.0,-32.8,1.5,6.1,-38.6,3.5,1.9
GC-A act,1.7,-4.5,-1.6,5.3,2.4,-2.1,-3.7,-2.0,1.9,3.1
HTRA1 inhibitor,1.2,2.2,-10.0,0.8,-28.9,-1.1,-3.2,-85.5,4.6,-1.0
ARFGAP1 inhibitor,9.2,-8.2,-3.2,3.0,4.2,1.6,-0.9,10.4,-10.6,5.8

(21) CN(c1ccc(C(=O)N2CCCCC2)cc1)S(C)(=O)=O
(22) O=C(O)[C@H](Cc1ccccc1)NC(=O)[C@H]1O[C@@H](n2ccc(=O)[nH]c2=O)[C@H](O)[C@@H]1O
(23) O=C(Cn1cccc1C(=O)c1ccccc1)NCCCN1CCOCC1
(24) O=C(/C=C/c1ccc2c(c1)OCO2)NCC1CCCO1 (stereo unspecified)
(25) CCc1ncc(CN2CCC(C(=O)Nc3ccc(-n4nc(C)cc4C)cc3)CC2)cn1
(26) COc1cc(C(O)c2nc(-c3cc(F)cc(F)c3)cs2)ccc1F (stereo unspecified)
(27) Cc1ccccc1CN1CCCCC(NC(=O)c2ccc(Br)cc2)C1=O (stereo unspecified)
(28) COc1ccccc1CN1CCC(n2nccc2NC(=O)CCc2ccccc2)CC1
(29) CCN1C(=O)N[C@@H](CCc2ccccc2)[C@H](C(C)=O)[C@H]1C
(30) O=C1NC[C@H](Cc2ccc(O)cc2)N(C[C@@H]2CCCN2C[C@H](Cc2ccccc2)N2C[C@H](Cc3ccc(O)cc3)N(CC3CCCCCC3)C(=O)C2=O)C1=O
entry no.,21,22,23,24,25,26,27,28,29,30
ASAP1 GAP inh,-9.8,-16.7,2.4,-19.7,-2.7,12.3,x,2.4,3.4,-4.4
NPR2 activator,0.7,-1.1,-6.5,1.4,-2.2,-7.6,-3.2,-2.4,5.5,-2.0
rCAG binder,1.4,1.2,0.1,-0.1,-6.9,3.0,0.6,-6.5,1.9,8.1
SMARCA2 activ,0.5,1.8,0.8,2.1,-2.0,-4.3,-3.6,2.2,0.1,-3.5
PG9 binder,-0.7,-1.6,-1.7,-0.8,-0.2,-0.2,x,-1.9,0.3,-0.7
NR1D1 modulator,-2.5,6.0,5.4,-1.0,10.4,10.8,-0.8,1.6,-6.4,-5.7
ABHD4 inh,-1.2,-3.7,2.0,-4.1,0.1,-13.0,-4.1,4.0,-2.1,1.6
GC-A act,3.4,4.1,10.9,3.2,0.8,0.2,3.4,-4.2,4.8,2.7
HTRA1 inhibitor,8.5,x,1.9,-8.2,6.5,x,x,-0.7,-1.9,x
ARFGAP1 inhibitor,2.7,-7.7,4.3,-0.2,9.4,0.4,x,2.6,-3.3,-4.5

Complete entries as entered above. Screens in order: ASAP1 GAP inh	NPR2 activator	rCAG binder	SMARCA2 activ	PG9 binder	NR1D1 modulator	ABHD4 inh	GC-A act	HTRA1 inhibitor	ARFGAP1 inhibitor
`O=C(NCCN1CCN(c2ccccc2)CC1)Nc1ccccc1Br` across the screens: 13.7	-0.1	-4.3	-1.4	-0.4	-0.9	0.1	-0.7	-1.5	-7.6
`CCc1ncc(CN2CCC(C(=O)Nc3ccc(-n4nc(C)cc4C)cc3)CC2)cn1` across the screens: -2.7	-2.2	-6.9	-2.0	-0.2	10.4	0.1	0.8	6.5	9.4

Next part
(31) CCN(CC)C(=O)C(=O)Nc1ccc(OCc2ccccc2)cc1
(32) COc1ccc(S(=O)(=O)N2CCOCC2)cc1C(=O)N1CCCCCC1
(33) CSCCC(NS(=O)(=O)c1ccc(C)cc1)C(=O)N(C)CC(=O)Nc1ccccc1Br (stereo unspecified)
(34) O=C(c1cc(-c2cccc(Cl)c2)on1)N1CCCCCC1
(35) CCOC(=O)c1c(C)oc2ccc(NS(=O)(=O)c3ccc(C(=O)O)cc3)cc12
(36) Nc1cccn2c(-c3ccc(Cl)cc3)cnc12
(37) CC1CN(C(=O)CN2C(=O)c3ccccc3C2=O)CC(C)O1 (stereo unspecified)
(38) O=C(NCc1ccccc1)C1=C[C@@H](C2CCCCC2)C[C@@H](OCc2ccc(CO)cc2)O1
(39) CCOC(=O)C1CSCCS(=O)(=O)N1Cc1ccccc1F (stereo unspecified)
(40) Nc1c(-c2cccc(Cl)c2)cnn1-c1ccccc1
entry no.,31,32,33,34,35,36,37,38,39,40
ASAP1 GAP inh,7.8,2.9,-11.3,-0.2,2.9,11.4,2.6,-12.6,-2.8,4.5
NPR2 activator,5.0,-4.2,2.9,-2.9,6.3,-3.6,3.6,-5.6,0.5,3.2
rCAG binder,-5.3,-3.1,0.7,-2.6,18.8,6.1,-0.3,6.5,-1.8,16.9
SMARCA2 activ,-0.8,0.1,-2.4,6.0,3.2,9.3*,2.4,0.7,-5.1,3.0
PG9 binder,0.6,-3.0,0.5,0.6,0.0,-3.6,1.3,-2.0,-0.1,-0.1
NR1D1 modulator,7.1,-1.9,-3.9,0.9,-5.9,3.6,-4.5,3.3,-1.5,-1.2
ABHD4 inh,-1.6,-3.7,-1.9,-12.3,14.8,17.8,0.2,-4.6,1.0,-2.3
GC-A act,4.3,1.9,-3.9,0.0,4.3,0.0,0.5,-0.9,2.2,-4.2
HTRA1 inhibitor,-2.7,4.5,2.7,-11.2,4.6,19.2,12.5,-71.1,x,-3.6
ARFGAP1 inhibitor,7.4,7.8,10.2,13.9,-5.3,-8.2,1.4,8.3,-9.8,6.8

(41) CCc1n[nH]c(=S)n1/N=C/c1cc(OC)cc([N+](=O)[O-])c1O
(42) Cc1ccc(S(=O)(=O)N2CCOCC2)cc1C(=O)N1CC(C)CC(C)C1 (stereo unspecified)
(43) CCCCc1c(-c2ccccc2OC)ncn1C(C)c1ccc(Cl)cc1 (stereo unspecified)
(44) Cc1ccc(-c2noc(CCCN3C(=O)c4ccccc4C3=O)n2)cc1
entry no.,41,42,43,44
ASAP1 GAP inh,-7.5,0.7,-1.7,4.1
NPR2 activator,-7.7,9.6,-25.8,0.6
rCAG binder,7.0,-1.5,0.3,0.6
SMARCA2 activ,-1.0,-6.8,-5.7,-0.1
PG9 binder,-6.5,1.5,-0.4,-2.2
NR1D1 modulator,14.3,-2.2,2.4,-2.6
ABHD4 inh,21.1,-5.3,5.7,1.6
GC-A act,-3.8,1.9,-20.9,-1.3
HTRA1 inhibitor,18.4,-1.2,x,-5.1
ARFGAP1 inhibitor,-6.2,4.4,-1.9,-0.8
